Screens: PubChem, The Scripps Research Institute Molecular Screening Center
ASAP1 inh: blocks human ASAP1-stimulated Arf1 GTP hydrolysis. AID 624377. GDP FP detection. Q9ULH1. 360,000 tested, 0.19% active. inhibition, % at 16.5 µM; in the data active means inhibition above about 25%;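 further: 0% = vehicle with enzyme and substrate and 100% = no enzyme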
PLCg1 inh: PLC-gamma1 (human) inhibition, primary screen. P19174. purified PLC-gamma1, fluorogenic substrate, fluorescence. inhibition, % at 12.2 µM. 370,000 tested, 0.84% active. AID 720700; in the data active means inhibition above about 9.5%
ADAM17 inh: inhibitors of human ADAM17. inhibition, % at 6.95 µM. recombinant ADAM17, EDANS/DABCYL FRET peptide cleavage. AID 720648. 370,000 tested, 0.83% active. P78536;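 active means inhibition above the mean of compounds lying between control limits plus 3 SD, set per campaign, cut at about 8.5% in these data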;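 further: 0% = DMSO-only wells as the low control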
Target sequence (P78536 215-824 limits assumed): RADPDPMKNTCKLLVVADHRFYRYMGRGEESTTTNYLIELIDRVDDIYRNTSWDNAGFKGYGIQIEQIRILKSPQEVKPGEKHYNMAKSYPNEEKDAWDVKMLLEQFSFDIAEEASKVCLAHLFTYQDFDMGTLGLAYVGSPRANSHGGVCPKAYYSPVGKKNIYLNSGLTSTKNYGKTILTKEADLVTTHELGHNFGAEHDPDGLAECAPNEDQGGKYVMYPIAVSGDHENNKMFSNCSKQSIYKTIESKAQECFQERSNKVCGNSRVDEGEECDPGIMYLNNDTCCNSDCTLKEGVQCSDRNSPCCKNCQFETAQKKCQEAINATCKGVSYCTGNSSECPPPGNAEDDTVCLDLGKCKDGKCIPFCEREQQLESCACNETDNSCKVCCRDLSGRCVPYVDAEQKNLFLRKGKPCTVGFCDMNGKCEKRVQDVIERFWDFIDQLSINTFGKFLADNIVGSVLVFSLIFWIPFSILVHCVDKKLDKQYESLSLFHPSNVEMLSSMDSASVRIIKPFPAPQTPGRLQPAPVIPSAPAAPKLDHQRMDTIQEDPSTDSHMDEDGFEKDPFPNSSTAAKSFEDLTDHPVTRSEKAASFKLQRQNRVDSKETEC
Tn6 DDE FP: disrupts Tn6 cyclic peptide binding to fibrin D-Dimer-E complex. P02675. Fibrin DD(E) TRITC-Tn6 fluorescence polarization displacement. inhibition, % at 8.3 µM. 370,000 tested, 0.21% active. AID 720509;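 active means inhibition above a per-campaign cutoff: mean of compounds within control limits plus 3 SD, cut at about 15% in these data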;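 further: 0% = median of all compound wells on the plate and 100% = blocking peptide control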
ARFGAP1 inh: rat ARFGAP1 inhibition. Arfgap1-stimulated ARF1 GTP hydrolysis, GDP FP detection. Q62848. 360,000 tested, 0.26% active. inhibition, % at 16.5 µM;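 active means inhibition above a per-plate limit, mean inhibition of low control wells plus 3 SD, cut at about 25% in these data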;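 further: 0% = DMSO wells with enzyme and 100% = wells lacking Arfgap1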
Target sequence (Q62848 1-136 limits assumed): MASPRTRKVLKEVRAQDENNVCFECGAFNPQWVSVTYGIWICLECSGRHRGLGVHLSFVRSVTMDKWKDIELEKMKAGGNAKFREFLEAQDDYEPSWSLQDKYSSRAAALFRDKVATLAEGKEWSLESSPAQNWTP
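Material: rat Arfgap1 GAP domain (His6, aa 1-136), purified enzyme. Also added: human ARF1(Δ1-17)-GTP substrate. Compound dosing: 16.5 µM single point, 1.26% DMSO. Timing: enzyme reaction 120 min at 25 °C after 20 min preincubation. Signal: GDP detection by fluorescence polarization. Read-out basis: percent inhibition of GAP-stimulated GDP formation, scaled between DMSO and no-Arfgap1 medians.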
ADAM10 inh: inhibitors of human ADAM10 | O14672 | recombinant ADAM10, EDANS/DABCYL FRET peptide cleavage, 3 h | inhibition, % at 7 µM | 370,000 tested, 0.62% active;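 active means inhibition above a per-campaign cutoff equal to the mean of compounds falling between control-based bounds plus 3 SD, cut at about 20% in these data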;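 further: 0% = DMSO wells while the 100% control is not disclosed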
KLK7 zymogen act: activates the human kallikrein-7 zymogen; purified proKLK7, EDANS-DABCYL substrate fluorescence; 100% is mature enzyme control, 0% vehicle; 370,000 tested, 0.9% active; AID 652039; activation, % at 7 µM;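 active means activation above the mean of all tested compounds plus 3 SD, computed per campaign excluding outliers beyond control limits, cut at about 13% in these data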
Target sequence (P49862 whole entry, looked up): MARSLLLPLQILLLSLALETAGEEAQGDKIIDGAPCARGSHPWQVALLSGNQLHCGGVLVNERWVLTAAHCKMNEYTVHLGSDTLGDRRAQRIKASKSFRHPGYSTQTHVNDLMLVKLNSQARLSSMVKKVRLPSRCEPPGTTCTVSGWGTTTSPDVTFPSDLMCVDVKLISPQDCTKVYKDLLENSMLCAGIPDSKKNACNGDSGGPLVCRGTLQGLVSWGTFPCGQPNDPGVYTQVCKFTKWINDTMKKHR
TDP2 inh: TDP2 (human) inhibition, absorbance primary screen. recombinant TDP2, T5PNP hydrolysis, p-nitrophenol absorbance 415 nm. O95551. inhibition, % at 12.8 µM. AID 720702. 370,000 tested, 0.34% active;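 active means inhibition above the mean of all tested compounds plus 3 SD, set per campaign, cut at about 25% in these data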;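 further: 0% = DMSO with enzyme and 100% = buffer with substrate but no TDP2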
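Evaluation: % inhibition relative to enzyme-containing and enzyme-free wells. Material: recombinant human TDP2. Benchmarks: enzyme-free and DMSO wells. Timing: enzyme reaction with compound for 2 h at 37 °C. Compound dosing: 12.8 µM only. Measured by: p-Nitrophenol epi absorbance. Reagent: T5PNP substrate at 5 mM, a TopII-DNA adduct mimic. Replication: single well per compound.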
LEDGF integ inh: blocks HIV-1 LEDGF/p75-dependent DNA integration; TR-FRET IN-LEDGF/p75 DNA integration, Eu/Cy5; inhibition, % at 3.7 µM; 370,000 tested, 0.64% active; AID 743269;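 active means inhibition above the screen-wide mean plus 3 SD, cut at about 13% in these data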;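 further: signal is the Cy5 over europium emission ratio at 671 and 618 nm; 0% = plate median of compound wells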
Tn7 DDE FP: disrupts Tn7 cyclic peptide binding to fibrin D-Dimer-E complex; AID 720508; 370,000 tested, 0.13% active; FP displacement of FITC-Tn7 peptide from fibrin DD(E); 0% = median of compound wells per plate; P02675; inhibition, % at 8.3 µM;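 active means inhibition above the mean of compounds falling within the control limits plus 3 SD of them, cut at about 14% in these data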;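 further: 0% = plate median of compound wells and 100% = 10 µM Aha-Tn7 peptide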
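Also added: labelled Tn7 tracer, 0.1 µM; Assay system: human fibrin DD(E) protein; Amount: 2 µM fibrin DD(E); Schedule: 10 min compound pre-incubation, 3 h probe incubation at room temperature; Repeats: one replicate per compound; Read-out basis: percent inhibition; Measured by: fluorescence polarization of the labelled Tn7 tracer.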
* marks the source's active call; other numbers are inactive results; i = inactive; / = not tested or not shown; & = joins results of further samples.

compound,Tn7 DDE FP,ADAM10 inh,KLK7 zymogen act,TDP2 inh,PLCg1 inh,ADAM17 inh,ASAP1 inh,ARFGAP1 inh,LEDGF integ inh,Tn6 DDE FP
CC1(C)CC(NC(=O)c2cccc(S(=O)(=O)N(Cc3ccccc3)c3ccccc3)c2)CC(C)(C)N1,-1.6,-10.0,-0.4,4.8,6.7,0.1,4.8,4.1,-3.4,0.7
CC1=C(C(=O)N2CCCCC2)C2(CCC(C)CC2)OC1=O (centres undefined),2.2,3.0,-0.3,4.5,-0.6,1.8,-11.3,0.4,1.5,-0.9
Cc1cc(C2(c3ccc(O)c(C)c3)C(=O)Nc3ccccc32)ccc1O,-3.8,6.3,-0.2,0.9,-1.7,2.0,-19.0,4.0,0.5,1.1
CC1Oc2ccccc2C=C1/C=N/Nc1ccc(C(=O)O)cc1 (centres undefined),-0.2,-22.0,10.8,-18.0,-113.9,-6.2,2.1,10.0,-0.8,-5.1
Cc1ccc(-n2ncc3c2CCCC3NC(=O)c2ocnc2C)cc1C (centres undefined),7.2,-1.3,0.1,5.5,1.1,-2.3,0.5,10.3,-0.1,0.1
CCC(C)[C@H](N)c1cn([C@@H](Cc2cc3ccccc3[nH]2)C(=O)N2CCNCC2)nn1 (some centres undefined),-1.2,-10.8,-0.3,-4.4,-0.6,-7.4,-0.5,-10.9,3.8,-7.4
CN1CCCN(C(=O)C2CCN(c3ncnc4c3sc3cccc(F)c34)CC2)CC1,3.6,-50.8,-0.6,0.6,-46.0,-4.6,/,/,-2.1,4.2
CC1(C)Cc2c(sc3c2c(=N)n(Cc2ccco2)c(=O)n3CC(=O)Nc2cccc(Cl)c2)CO1,-2.5,-7.3,-0.9,-10.3,-16.0,2.8,9.4,1.9,-0.6,-8.1
CC(C)(C)c1ccc(C(O)c2ncc(-c3ccccc3Cl)[nH]2)cc1 (centres undefined),-1.4,1.4,0.4,-9.7,2.1,-0.5,0.4,10.7,3.6,0.2
CC1=C(C)CC(C(=O)Nc2ccc(C(=O)N3CCOCC3)cc2)C(C(=O)O)C1 (centres undefined),2.2,1.4,0.1,-6.6,-1.7,-2.7,-9.5,3.0,0.1,0.0
Cc1cc2oc(=O)ccc2cc1[N+](=O)[O-],-1.7,-0.7,0.0,2.7,3.1,-1.7,6.7,-6.1,-0.9,5.9
O=C(COC(=O)CCC(=O)c1cccs1)Nc1ccc(F)c(F)c1F,0.8,-15.5,-0.3,6.9,-3.2,-5.3,5.3,-2.0,-1.4,-0.4
Cn1c(C(C#N)C(=O)c2ccco2)nc2ccccc21 (centres undefined),-6.2,4.6,0.3,-2.7,1.0,3.1,-13.0,-2.8,1.7,2.8
CCOc1ccc(-c2nc(S(=O)(=O)c3ccccc3)c(NC)o2)cc1,-6.0,-1.1,0.1,17.1,-2.3,-2.5,-13.7,4.2,1.8,-4.9
Cc1cccn2c(=O)c3cc(C(=O)NC4CCCC4)c(=N)n(Cc4ccc(F)cc4)c3nc12,1.2,i,-2.9,3.2,-161.8,-283.7,1.1,9.5,-1.3,8.4
Cc1c(NS(=O)(=O)c2ccc3c(c2)NC(=O)CC(=O)N3)cccc1[N+](=O)[O-],-3.2,-2.2,0.3,-4.8,-0.5,-3.4,-10.3,-3.4,4.3,-4.0
CCN1C(=O)C(NC(C)=O)c2cc(OC)ccc21 (centres undefined),9.2,-23.3,1.0,11.1,-2.1,-8.0,-12.9,5.8,3.6,2.3
CCC1CCC(N2CCN(c3ccc(F)cc3)CC2)CC1 (centres undefined),3.8,9.6,0.0,-15.9,7.2,-0.6,-3.8,-2.2,4.4,-4.7
CC(C)C(NC(=O)OC(C)(C)C)C(=O)N1CCCC1C(=O)NC(Cc1ccccc1)C(N)=O (centres undefined),8.4,-3.9,-0.4,-0.9,-8.5,-3.1,0.0,-12.1,-1.4,4.3
Cc1cccc(C)c1NC(=O)CN(C)CC(=O)Nc1sc2c(c1C(N)=O)CCC2,-2.7,-18.7,-0.6,9.7,-4.5,-3.3,8.2,5.3,1.6,4.2
CCCCCCN1CCS(=O)(=O)N(Cc2ccc(Cl)cc2)C(C(=O)OC)C1 (centres undefined),2.6,2.2,0.3,-2.4,0.5,-3.7,/,/,-2.9,-1.8
O=C(c1cc([N+](=O)[O-])[nH]n1)N1CCSCC1,0.8,5.8,0.3,4.7,0.8,-2.0,-5.5,2.6,-0.1,7.2
COC(=O)C1(C)NC(c2cccs2)C2C(=O)N(c3ccc(F)cc3)C(=O)C21 (centres undefined),-1.6,0.2,0.2,9.2,0.1,-7.6,-4.2,9.2,1.7,4.5
Cc1ccc(-c2ccc(CCC(=O)O)n2-c2ccc(C(=O)O)cc2)cc1,1.1,-54.7,0.1,7.4,-31.0,-22.1,5.6,-2.5,7.8,-9.2
CCOC(=O)Cc1csc(NC(=O)c2ccc(Br)o2)n1,1.8,-4.4,0.1,-2.4,0.9,-1.6,-3.9,-0.5,-3.4,7.5
O=C(NCCSc1c[nH]c2ccccc12)c1c(F)cccc1F,3.6,-4.1,0.2,4.5,-1.4,-1.3,-13.8,-3.1,-1.6,8.4
CN1C(C(=O)Nc2ncccn2)=C(O)c2ccccc2S1(=O)=O,-2.9,-0.7,0.7,13.6,-1.9,0.3,2.4,-0.9,7.6,-3.3
CSCCC(c1nc2ccccc2[nH]1)n1c(=O)c(-c2cc3ccccc3[nH]2)nc2ccccc21 (centres undefined),-0.6,-242.8,-23.8,-4.4,i,-88.9,4.1,21.5,1.0,-3.4
Cc1ccc(NC(=O)CN2CCc3ccccc3C2)cc1S(=O)(=O)N1CCOCC1,-5.8,-2.0,0.9,-13.4,-1.5,1.9,1.8,3.3,-1.8,2.3
COc1cccc(N2CC(C(=O)NC3CCCCC3)CC2=O)c1 (centres undefined),-1.7,-2.8,0.1,-12.1,1.1,-0.5,11.4,-16.7,1.9,0.6
Cn1c(NNC(=O)C(c2ccccc2)c2ccccc2)cc(=O)n(C)c1=O,-1.8,5.6,0.4,-2.9,0.4,0.3,11.3,0.3,-2.9,6.7
CCOC(=O)C1C(=O)C=C(c2ccc(C)cc2)CC1c1ccco1 (centres undefined),-3.7,-0.7,1.1,-5.5,-3.2,1.9,7.2,0.0,-0.4,-6.8
CCc1ccc(N2CCN(CCNC(=O)Nc3ccccc3)CC2)cc1,4.5,11.3,0.2,-1.9,1.7,-3.7,-12.0,6.6,-1.9,0.0
COCCN1Cc2cccc(C(=O)Nc3ccccc3OC)c2C1=O,1.9,5.6,0.4,0.9,3.2,-0.4,2.5,0.0,1.9,-7.1
CC(=O)NCC(=O)OCN1C(=O)c2ccccc2C1=O,-3.9,9.2,0.0,-17.4,10.4*,2.2,3.4,-4.0,-1.4,-5.8
COCCOc1ccc(C(F)(F)F)cc1NC(=O)COC(=O)c1c(C)noc1C,-0.1,5.2,-0.2,7.9,-1.8,1.7,3.9,5.6,-1.2,-7.2
O=C(Nn1cnnc1)c1ccccc1Cl,-4.2,4.0,0.3,-18.7,1.0,-0.4,12.3,-3.0,0.7,0.6
C#CC(C)(C)NC(=O)c1sccc1Oc1ccc(F)cc1[N+](=O)[O-],-2.4,-0.4,0.0,7.6,-0.8,-3.0,1.7,-8.7,-0.3,1.9
O=C(C1CCCN(S(=O)(=O)c2cccs2)C1)N1CCC(N2CCCCC2)CC1 (centres undefined),1.9,-1.3,-0.2,-10.1,1.1,-6.5,7.4,-10.9,3.7,-1.1
CCCn1c(-c2ccc(OC)cc2)nc2ccccc21,9.4,-4.4,0.0,10.6,0.0,-4.8,9.6,-1.1,0.2,-3.2
CN1C(=O)C2(c3ccccc31)c1c(oc3ccccc3c1=O)C(=O)N2CCCO (centres undefined),3.4,-10.0,-0.6,-21.7,3.6,-6.0,-14.8,3.6,0.4,-12.6
COc1cccc(CNC(=O)c2nnn(CC(=O)Nc3cc(Cl)ccc3C)c2N)c1,3.1,3.7,0.4,2.8,4.6,2.8,-5.7,7.1,2.3,-3.8
CCC(=O)NC(=S)Nc1ccccc1F,1.5,0.9,0.3,3.2,0.2,-1.1,-11.2,-4.0,-2.4,3.1
O=C(Nc1ccc(N2CCOCC2)cc1)c1cccc(S(=O)(=O)N2CCOCC2)c1,-4.8,-9.2,-0.7,5.3,1.3,-4.7,-0.3,-1.9,-2.3,2.4
O=C(Oc1ccc(C(=S)N2CCOCC2)cc1Cl)c1ccccc1F,-4.7,5.5,1.2,7.8,-0.2,1.3,3.2,-8.4,1.4,-5.9
O=c1cc(-c2ccccc2)oc2cc(O)c(O)c(O)c12,-1.0,-1.7,-0.3,7.5,-5.2,1.1,0.2,-0.1,29.9*,0.0
CN1C2C=C3C(C#N)=C(N)C(C#N)(C#N)[C@@H](c4cccc(F)c4)[C@@H]3C1CC2 (some centres undefined),4.6,-240.9,5.0,4.2,-96.9,-84.5,-7.7,-1.0,6.2,0.6
O=C(NC(Cc1ccccc1)C(=O)OCC(=O)N1CCc2ccccc21)c1ccco1 (centres undefined),-1.7,-2.1,0.5,-4.2,0.1,-2.9,-1.8,1.9,-2.3,1.3
Cc1ccc(S(=O)(=O)N2CCC(C(=O)N3CCc4ccccc43)CC2)cc1C,-4.2,3.6,0.8,1.9,-1.7,-0.8,-4.5,4.7,1.1,1.4
CCOC(=O)c1sc(C)c2c(=O)n(CCCN3CCOCC3)cnc12,5.3,-33.4,0.4,11.7,-4.1,-13.7,-7.4,8.9,-0.6,0.8
COc1cc(NC(=O)COC(=O)CCc2cc(OC)c(OC)c(OC)c2)cc(OC)c1,3.1,0.7,-0.5,-1.8,0.1,-1.3,-0.5,0.5,1.8,-2.1
COc1ccc(/C(C)=N/NC(=O)c2nnn(-c3nonc3N)c2-c2cccs2)cc1,-8.0,-2.5,-0.2,-10.1,-3.0,-5.0,13.3,4.6,-3.5,-8.3
O=C(CSc1nc2ncccc2[nH]1)NC1CCCC1,-7.4&-8.9,-1.6&-3.1,0.1&0.3,-2.4&-0.2,1.9&-2.0,0.2&-5.0,-2.9,12.2,1.5&-0.3,3.6&-1.0
